NTR1 ag: NTR1-driven beta-arrestin-GFP spot formation – imaging, U2OS cells, high content, primary screen (AID 493036). agonist mode. actives 0.17% (n = 330,000). P30989. activation, % at 20 µM;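 active = activation at or above 40% of the spot to cytoplasm intensity ratio, with at least 20 cells analyzed; inconclusive = wells under 20 cells, flagged as cytotoxic or low count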;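 note: 0% = DMSO without peptide and 100% = 100 nM NTR1 peptide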
Target sequence (P30989 whole entry, looked up): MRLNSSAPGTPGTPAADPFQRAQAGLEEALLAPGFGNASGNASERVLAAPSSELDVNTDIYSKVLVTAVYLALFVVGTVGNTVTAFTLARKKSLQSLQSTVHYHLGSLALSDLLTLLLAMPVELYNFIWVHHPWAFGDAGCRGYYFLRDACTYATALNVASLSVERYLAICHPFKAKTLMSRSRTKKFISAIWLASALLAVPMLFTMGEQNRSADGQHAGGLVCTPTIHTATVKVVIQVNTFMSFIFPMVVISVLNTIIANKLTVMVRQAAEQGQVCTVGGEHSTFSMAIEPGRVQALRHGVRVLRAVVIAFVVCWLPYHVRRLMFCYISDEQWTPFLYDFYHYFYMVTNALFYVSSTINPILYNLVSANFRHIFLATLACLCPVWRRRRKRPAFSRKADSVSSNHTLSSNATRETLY
T cell modulator: T cell immune modulators affecting CD8 T cell-vesicle binding. 2C CD8+ T cell-vesicle binding, flow cytometry; hits give low values. calls only at 7 µM. actives 0.068% (n = 330,000). AID 2052;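 active = response, share of CD8 T cells binding vesicles, and their 90th percentile fluorescence all below set limits, cut at about 80% in these data, passing the limit was not always enough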
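Also added: QL9-peptide-loaded Drosophila micro-vesicles bearing Ld, ICAM-1 and B7-1; Test system: purified 2C TCR transgenic mouse naive CD8+ T cells; Measured by: cytometric PE anti-B7-1 and Alexa647 anti-CD8 signals after 1% paraformaldehyde fixation; Timing: binding step 1.5 h, 37 °C, antibody labelling 20 min, ice.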
MgcRacGAP inhibition: MgcRacGAP GTPase-activating activity inhibitors, confirmation, biochemical, ADP Hunter fluorescence | MgcRacGAP-stimulated Rac1 GTP hydrolysis, ADP Hunter fluorescence; higher % means a stronger effect; GST-tagged Rac1 F28L mutant substrate | inhibition, % at 30 µM, or IC50 in µM where a hit was titrated | actives 0.6% (n = 340,000) | AID 624330;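 active = first-screen hits whose inhibition reached a set limit at any dose in the follow-up dose series; inconclusive = inhibition above the set first-screen limit but never retested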;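 note: fluorescence reports GDP produced by GAP-driven GTP hydrolysis; strong numbers were not always called active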
Myeloid diff MLP: myeloid differentiation induction | ER-HoxA9 myeloid progenitors, lysozyme-GFP differentiation, flow cytometry | calls only at 10 µM | actives 1% (n = 360,000);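 active = normalized GFP-positive differentiation at or above the plate's own cutoff, the solvent-only control mean plus 3 SD; inconclusive = no clear call, values can overlap the other calls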;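 note: cells exposed to compound for four days before flow analysis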
UTI89 phage lysis: inhibition of K1F phage lysis, E. coli UTI89, bacterial capsule biogenesis inhibitors, alamar blue (AID 488966); E. coli UTI89 K1F phage lysis, alamar blue, 2 h; higher % means a stronger effect; inhibition, % at 100 µM; hits with a dose series show IC50 in µM; actives 0.02% (n = 340,000);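 active = phage lysis inhibition, versus mean bacterial control, above a set limit; inconclusive = no clear call, values can overlap the other calls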;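 note: capsule biogenesis inhibitors block K1F phage lysis so surviving cells raise fluorescence; higher fluorescence means more inhibition of phage lysis; actives were called in the ten point dose series up to 300 µM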
SV40 large T antigen: TAg ATPase/helicase activity blockers – biochemical (AID 1903). SV40 large T antigen ATPase/helicase inhibition assay; higher % means a stronger effect. one-dose inhibition, % at 20 µM; IC50 in µM for titrated hits. actives 0.39% (n = 310,000); in the data active = a potency from the dose series; inconclusive = inhibition mostly from about 32% at the one dose, without a potency; inactive = the rest, 99 in 100 with inhibition below about 32%; note: strong numbers were not always called active
RSV antiviral HEp-2: inhibition of RSV-induced cytopathic effect – HEp-2 cells, primary 10 µM value included (AID 2391) | HEp-2 cells, RSV-induced CPE inhibition; higher % means a stronger effect | CPE inhibition, % at 10 µM; hits with a dose series show IC50 in µM | actives 0.13% (n = 310,000); in the data active = a potency from the dose series; inconclusive = CPE inhibition mostly from about 23% at the one dose, without a potency; inactive = the rest, 99 in 100 with CPE inhibition below about 21%; note: strong numbers were not always called active
TNAP activation fold: human TNAP enzyme activators, primary screen, biochemical, luminescent, no phosphate acceptor, uHTS (AID 1001). purified TNAP, luminescent activation assay, no phosphate acceptor; higher activation fold means a stronger effect. activation fold at 20 µM, or EC50 in µM where a hit was titrated. actives 0.03% (n = 200,000); in the data active = activation fold from about 3, or a potency from the dose series; inactive = the rest, 99 in 100 with activation fold below about 1.6; note: many of its hits are not listed in these tables
PhoP inhibition: inhibitors of PhoP regulon expression, primary screen, Salmonella Typhimurium, GFP reporter (AID 1863); S. Typhimurium PhoP-regulated promoter GFP reporter, 4 h; higher % means a stronger effect; one-dose inhibition, % at 50 µM; IC50 in µM for titrated hits; actives 0.16% (n = 300,000);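 active = inhibition over 29.93%, a cutoff 3 SD above the screen mean, later confirmed by dose response; inconclusive = inhibition over 29.93% but no dose response follow-up; inactive = inhibition at most 29.93% or unconfirmed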;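 note: 0% = low Mg2+ inducing control and 100% = high Mg2+ repressing control; strong numbers were not always called active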
T cell modulator vesicle-bound %: also measured in T cell modulator; calls as there; double positive events, %; measured here: CD8+ vesicle-bound cell fraction;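 binding gate set so that unloaded-vesicle control wells show 10% double positive cells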
NTR1 ag cell count 20 µM: recorded beside NTR1 ag, whose call it bears; cell count; measured here: cell count, cytotoxicity flag
Myeloid diff MLP GFP+ MAC1+ %: recorded beside Myeloid diff MLP, whose call it bears; GFP+ MAC1+ double positive, %; measured here: differentiation confirmed by MAC1 staining
Active calls of the source: *; i = inactive; ? = inconclusive; · = no result given; + = active, no number; & = joins results of further samples; [ ] = another dose, or the depositor's remark. These rows are one share of the data; count on the stated rates, not on these rows.

SMILES	NTR1 ag	NTR1 ag cell count 20 µM	T cell modulator	T cell modulator vesicle-bound %	MgcRacGAP inhibition	Myeloid diff MLP	Myeloid diff MLP GFP+ MAC1+ %	UTI89 phage lysis	SV40 large T antigen	RSV antiviral HEp-2	TNAP activation fold	PhoP inhibition
Cc1ccc(CN2CCCN(Cc3ccc(C)cc3)S2(=O)=O)cc1	1.6	88	i	66	6%	i	0.4	0.0%	-2%	0.8%	·	1%
CCCCn1c(O)c(C(CC)=NCCCn2ccnc2)c(=O)[nH]c1=O	-0.6	44	i	57	·	i	1.0	·	6%	1.5%	·	-10%
Cc1ccccc1NS(=O)(=O)c1ccc(OCC(=O)N2CCN(C)CC2)cc1	-1.1	68	i	6	8%	i	0.5	-0.1%	5%	0.1%	·	-2%
CCCCn1c(=O)c(C(=O)NCc2ccccc2OC)c(O)c2ccccc21	1.4	62	i	69	11%	i	0.8	0.3%	9%	3.3%	·	-2%
CCC(CC)C1C(C#N)=C(N)Oc2c1c(=O)oc1ccccc21 (stereo not drawn)	-0.4	26	i	24	8%	·	·	0.1%	20%	2.5%	1.1	0%
Cc1ccc(OP(=O)(NCc2ccccc2)Oc2ccc(C)cc2)cc1	23	50	i	2	4%	i	1.7	-1.2%[50 µM]	3%	4.9%	1	-5%
O=c1[nH]c(=O)n(Cc2ccccc2Cl)c(O)c1/C=C1/C=CC=N1	1.2	87	i	24	8%	i	0.0	0.1%	7%	2.1%	1	-5%
CCCNC(=O)N1[C@H]2CC[C@@H]1C(C(=O)OC)=C(c1ccc(OC(F)(F)F)cc1)C2	-2.2	50	i	28	10%	i	0.7	1.0%	·	0.3%	·	·
CC(C(O)c1ccccc1)N(C)CCn1cnc2c1c(=O)n(C)c(=O)n2C (stereo not drawn)	0.3	56	i	52	4%	i	0.2	0.1%	5%	1.3%	1	7%
CCCN1CCCC(C(=O)c2cc(C)c(OC)c(C)c2)C1 (stereo not drawn)	0.0	43	i	58	3%	i	0.3	-0.4%	2%	0.0%	·	11%
CC(C)(C)n1cc(C(=O)c2ccccc2)cc1-c1ccccc1	5.7	72	i	12	8%	i	0.4	0.1%	10%	0.5%	·	-2%
NC(N)=Nc1ccc2[nH]c3c(c2c1)C[C@@]1(O)[C@H]2Cc4ccc(O)c5c4[C@@]1(CCN2CC1CC1)C3O5 (stereo partly drawn)	3.3	55	i	2	-1%	·	·	0.7%	·	·	·	·
COc1ccc(CNCCc2cccc(F)c2)c2ccccc12	6.7	60	i	48	·	·	·	·	-13%	9.6%	·	6%
O=C(O)C1=CC2c3ccccc3C1c1ccccc12	-0.6	51	i	34	4%	i	0.4	-0.1%	17%	0.3%	·	-4%
CC1C(OC(=O)CCC(=O)NC(C)(C)CO)O[C@H]2OC3(C)CC[C@H]4[C@H](C)CCC1C24OO3 (stereo partly drawn)	-0.7	97	i	32	3%	·	·	-1.1%[50 µM]	6%	5.9%	·	-1%
Cc1ccc(S(=O)(=O)CC(C)(O)C(=O)Nc2cccc(C(F)(F)F)c2)cc1 (stereo not drawn)	-0.4	48	i	31	5%	i	8.1	-2.2%	9%	-1.1%	1.1	-4%
CSCCC(N=Cc1c(O)n(-c2ccc(F)cc2)c(=O)[nH]c1=O)C(=O)OC(C)(C)C (stereo not drawn)	0.0	82	i	18	6%	i	1.1	0.1%	12%	1.7%	0.8	-1%
Cc1ccc(S(=O)(=O)N2CCCCC2)cc1NC(=O)CN1CC=C(c2ccccc2)CC1	4.3	69	i	63	13%	i	0.7	-0.3%	19%	17%	1.3	17%
CCOC(=O)C(O)(c1cn(C)c2ccccc12)C(F)(F)F (stereo not drawn)	-1.0	55	i	17	5%	i	0.6	0.3%[50 µM]	3%	2.0%	1.1	-6%
COc1cc2c3cc1Oc1c(OC)c(OC)cc4c1[C@H](Cc1ccc(cc1)Oc1cc(ccc1O)C[C@H]3N(C)CC2)N(C)CC4	3.6	53	i	56	-2%	i	2.3	0.5%	·	·	·	·

2 compounds picked at random from the list so far:
SMILES	NTR1 ag	NTR1 ag cell count 20 µM	T cell modulator	T cell modulator vesicle-bound %	MgcRacGAP inhibition	Myeloid diff MLP	Myeloid diff MLP GFP+ MAC1+ %	UTI89 phage lysis	SV40 large T antigen	RSV antiviral HEp-2	TNAP activation fold	PhoP inhibition
CCCCn1c(=O)c(C(=O)NCc2ccccc2OC)c(O)c2ccccc21	1.4	62	i	69	11%	i	0.8	0.3%	9%	3.3%	·	-2%
Cc1ccc(CN2CCCN(Cc3ccc(C)cc3)S2(=O)=O)cc1	1.6	88	i	66	6%	i	0.4	0.0%	-2%	0.8%	·	1%

The listing continues:
SMILES	NTR1 ag	NTR1 ag cell count 20 µM	T cell modulator	T cell modulator vesicle-bound %	MgcRacGAP inhibition	Myeloid diff MLP	Myeloid diff MLP GFP+ MAC1+ %	UTI89 phage lysis	SV40 large T antigen	RSV antiviral HEp-2	TNAP activation fold	PhoP inhibition
COc1ccc(C(C)=O)cc1Cc1c(O)[nH]c(=S)[nH]c1=O	-0.4	84	i	11	12%	i	1.1	0.2%	17%	1.3%	·	-5%
O=[N+]([O-])c1ccc(N2CCNCC2)c(Cl)c1	0.4	58	i	37	-3%	i	1.1	4.8%	12%	-1.1%	1	7%
C=CCn1c(=O)c(C=Nc2cccc([N+](=O)[O-])c2)c(O)n(CCCC)c1=O	0.0	94	i	37	8%	+	1.0*	1.3%	11%	0.0%	1	1%
COc1ccc(N2C(=O)NC(=O)/C(=C\c3cn(C)c4ccccc34)C2=O)cc1	2.8	91	i	51	15%	i	0.6	0.1%	7%	0.3%	·	-17%
Cc1c(N=Cc2c(O)n(CCc3ccc(F)cc3)c(=O)[nH]c2=O)c(=O)n(-c2ccccc2)n1C	0.2	55	i	38	3%	i	0.9	2.8%	32%	0.5%	0.9	-8%
O=C(O)c1cccc(N=Nc2c(O)[nH]c(=O)[nH]c2=O)c1	-0.5	56	+	2.5*	9%	i	0.5	1.5%[50 µM]	18%	-0.1%	·	-9%
COc1ccc(-n2nc(C(=O)NCC(=O)N3CCC4(CC3)OCCO4)c3ccccc3c2=O)cc1OC	-0.8	43	i	43	3%	i	0.7	0.3%	8%	1.4%	·	-13%
CN1CCN(c2ccc(C=O)cc2)CC1	-1.4	17	i	42	0%	i	3.4	-3.8%	3%	0.3%	1.1	8%
CCOP(=O)(OCC)C(C)(C)NC(=O)C(Cl)(Cl)Cl	2.8	95	i	35	0%	i	0.8	0.0%	7%	0.3%	1.1	-3%
CC(CN(C)C1CCN(C)CC1)c1ccccc1 (stereo not drawn)	3.5	46	i	39	-4%	i	0.2	-1.1%	4%	-0.5%	·	-5%
COc1ccc(C=C2C(=O)N(C)C(=O)N(C)C2=O)cc1COc1ccc(NC(C)=O)cc1	1.9	37	i	54	4%	i	0.8	0.7%	25%	·	·	-15%
CCCCCn1c(=O)c(C(=O)Nc2c(C)n(C)n(-c3ccccc3)c2=O)c(O)c2ccccc21	2.1	90	i	40	10%	i	0.9	0.4%	1%	3.1%	1	-3%
O=C(O)c1ccc(-[n+]2c(-c3ccccc3)cc(-c3ccccc3)cc2-c2ccccc2)cc1	-1.7	101	i	53	8%	i	1.4	0.9%	10%	1.5%	·	0%
CN1CCC(N(C)c2ccc(C(N)=O)cc2[N+](=O)[O-])CC1	1.0	32	i	42	7%	i	0.1	0.1%	18%	0.1%	·	-5%
CC(C)=CCOc1c2occc2cc2ccc(=O)oc12	-4.9	68	i	14	10%	i	1.8	-0.4%	12%	5.4%	1	6%
CNP(=S)(NC)OCCOc1ccc(OC)cc1	-0.1	72	i	24	7%	i	0.6	0.1%	22%	1.2%	1.1	7%
Cc1ccc(C(=O)Nc2ccc(Cl)cc2C(=O)c2ccccc2)cc1	2.5	49	i	17	1%	i	14	-2.0%	·	4.8%	·	·
COc1ccc(CCn2c(O)c(C=Nc3ccccc3F)c(=O)[nH]c2=O)cc1OC	1.3	47	i	24	15%	i	0.3	-1.8%	11%	0.5%	·	-10%
N#CC1(c2ccccc2)CCN(C2CC(=O)N(c3ccc4c(c3)OCO4)C2=O)CC1 (stereo not drawn)	-0.6	84	i	30	2%	i	0.3	0.0%	10%	0.7%	1	-1%
CCOc1ccc2[nH]c(=O)c(CN(CCO)C3(c4nnnn4C4CCCCC4)CCCCC3)cc2c1	2.0	60	i	43	-1%	i	0.1	0.2%	18%	?	1	4%
CC(C)OCCCNC(=O)c1c(N)n(Cc2cccs2)c2nc3ccccc3nc12	24	46	i	28	7%	i	0.7	-0.8%	26%	6.2%	1.2	2%
O=C(c1cc2ccccc2oc1=O)N1CCC2(CC1)OCCO2	3.0	56	i	12	10%	i	7.3	0.7%	1%	2.2%	1	7%
C=CCn1c(O)c(C=NCCN2CCNCC2)c(=O)[nH]c1=O	-1.9	91	i	12	4%	i	0.7	0.8%	17%	-0.5%	1.1	-2%
CNC(=O)c1cccn(Cc2ccc(C(F)(F)F)cc2)c1=O	-0.6	51	i	55	4%	·	·	-0.8%	-4%	6.4%	1.2	9%
CC(C)OC(=O)c1c(N)n(CC2CCCO2)c2nc3ccccc3nc12 (stereo not drawn)	1.6	59	i	45	5%	i	0.7	0.6%	-16%	1.1%	1.1	4%
O=c1c2ccccc2nc(-c2ccoc2)n1-c1ccccc1	-1.1	59	i	25	4%	i	0.2	8.0%	13%	-2.0%	1.2	-10%
COc1cc(C(=O)OC2C[C@H]3CC[C@@H](C2)N3)ccc1O (stereo partly drawn)	-1.0	81	i	59	1%	i	1.1	-0.2%	26%	-0.7%	·	8%
O=C(O)C1C2CCC(O2)C1C(=O)NC1CCCCC1 (stereo not drawn)	-0.5	31	i	25	1%	i	0.4	8.2%	3%	6.8%	1.1	20%
CCOP(=O)(CN(CC)CCNP(=O)(OCC)OCC)OCC	1.1	53	i	29	7%	i	0.8	0.6%[50 µM]	12%	0.9%	1.1	2%
O=c1[nH]c(=O)n(C2CCCCC2)c(O)c1/C=N/N1CCCCC1c1cccnc1 (stereo not drawn)	0.0	64	i	20	11%	i	0.3	0.4%	19%	-0.1%	·	-12%
NN=C(N)N	1.1	51	i	22	8%	i	1.6	2.0%	22%	2.6%	·	-3%
c1cncc(C2Nc3cccc4cccc(c34)N2)c1	1.9	84	i	50	22%	i	0.5	0.2%	30%	6.6%	·	23%&6%

Assay outcomes from PubChem BioAssay.
